Vif-APOBEC3F blk: inhibitors of Vif-A3F interaction | HeLa A3F-eYFP + Vif (tagged APOBEC3F with the HIV-1 protein that degrades it), YFP fluorescence increase | Potency, µM (highest dose often 46.1 µM), inactives show at the top dose activity, negative = active | AID 602313 | 390,000 compounds, 0.2% hits; further: % of control where 0% means no effect; nearly all actives have a fitted effect of over 65% in size
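HeLa cells stably expressing Vif plus C-terminally eYFP-tagged A3F were seeded, incubated overnight at 37 deg C, dosed with compound, incubated overnight again at 37 deg C. Yellow fluorescence (Ex 488/Em 500-530) reported blocked Vif-mediated A3F-eYFP degradation.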
IDH1 R132H inh: blocks human mutant IDH1 R132H enzyme; IDH1-R132H enzyme, NADPH consumption, diaphorase/resazurin fluorescence; Potency, µM (doses to about 76.6 µM), without a hit: top-dose activity change, negative = inhibition, usual class: inhibitors; O75874; 390,000 compounds, 0.093% hits; further: on the % scale 0 is the no-effect control and ±100 the full control effect; nearly all actives have a fitted effect of over 65% in size
Target sequence (O75874 whole entry R132H, stated change not applied): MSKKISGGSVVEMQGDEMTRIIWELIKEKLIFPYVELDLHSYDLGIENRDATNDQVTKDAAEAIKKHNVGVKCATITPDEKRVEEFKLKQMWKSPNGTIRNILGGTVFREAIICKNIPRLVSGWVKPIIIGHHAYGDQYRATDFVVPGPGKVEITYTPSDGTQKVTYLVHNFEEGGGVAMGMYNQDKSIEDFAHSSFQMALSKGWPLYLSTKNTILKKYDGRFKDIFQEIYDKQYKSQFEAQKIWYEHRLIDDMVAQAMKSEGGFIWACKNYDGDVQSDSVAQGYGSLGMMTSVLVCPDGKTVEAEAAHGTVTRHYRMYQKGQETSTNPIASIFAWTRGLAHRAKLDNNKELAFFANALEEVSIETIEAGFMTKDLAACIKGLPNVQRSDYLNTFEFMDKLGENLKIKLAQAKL
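IDH1-R132H (0.5 ug/mL dispensed) in pH 7.5 Tris buffer was preincubated 30 min with compound, then given a substrate mix of 0.016 mM NADPH and 2 mM alpha-KG for 80 min at room temperature; remaining NADPH was read by diaphorase/resazurin fluorescence.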
TrxR1 inh: rat TrxR1 inhibition. recombinant rTrxR1, NADPH fluorescence consumption, selenite substrate. AID 588453. 390,000 compounds, 1% hits. Potency, µM (highest dose often 114 µM), for the others: top-dose activity change, negative = inhibition, most hits filed as inhibitors; further: on the % scale 0 is the no-effect control and ±100 the full control effect; nearly all actives have a fitted effect of over 65% in size
Target sequence (O89049 whole entry, looked up): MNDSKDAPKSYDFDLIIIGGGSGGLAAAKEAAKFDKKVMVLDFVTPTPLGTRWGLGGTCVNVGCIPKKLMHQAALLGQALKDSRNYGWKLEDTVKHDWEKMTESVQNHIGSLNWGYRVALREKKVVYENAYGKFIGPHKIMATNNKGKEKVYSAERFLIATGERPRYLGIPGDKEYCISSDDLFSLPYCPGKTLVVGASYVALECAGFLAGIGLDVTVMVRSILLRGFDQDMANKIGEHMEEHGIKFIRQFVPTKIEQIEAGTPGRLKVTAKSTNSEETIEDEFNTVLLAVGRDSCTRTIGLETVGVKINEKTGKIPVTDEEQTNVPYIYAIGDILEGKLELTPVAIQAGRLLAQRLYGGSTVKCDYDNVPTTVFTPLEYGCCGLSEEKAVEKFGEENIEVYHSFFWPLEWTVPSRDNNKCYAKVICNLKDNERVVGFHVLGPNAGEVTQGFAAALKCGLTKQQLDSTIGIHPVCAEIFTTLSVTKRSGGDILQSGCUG
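Rat TrxR1 (90 nM in the dispensed reagent) was pre-reduced with 400 uM NADPH for 5 min at room temperature, then incubated with compound for 15 min. After 400 uM selenite was added, NADPH fluorescence (Ex 340/Em 450 nm) was followed for 8 min.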
Vif-A3G inh: blocks the Vif interaction with human APOBEC3G; AID 602310; Q9HC16; 410,000 compounds, 0.076% hits; Potency, µM (highest dose often 46.1 µM), for the others: top-dose activity, negative = active, most hits filed as inhibitors; HeLa A3G-eYFP + Vif (tagged APOBEC3G with the HIV-1 protein that degrades it), YFP fluorescence, overnight;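 further: on the % scale 0 is the no-effect control and ±100 the full control effect; nearly all actives have a fitted effect of over 60% in size; hits raise eYFP signal because A3G escapes Vif-driven loss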
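HeLa cells stably expressing Vif and C-terminally eYFP-tagged A3G, seeded overnight at 37 deg C, then exposed to compound by pintool overnight at 37 deg C. Rise in yellow fluorescence (Ex 488/Em 500-530, Acumen) marks blocked Vif-driven A3G degradation.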
TrxR1 substrate: rat thioredoxin reductase 1 substrate activity | Potency, µM (top dose mostly 114 µM), inactives show top-dose activity change, negative = substrate turnover | purified TrxR1 substrate turnover, NADPH consumption readout | O89049 | 390,000 compounds, 0.01% hits | AID 588456; further: on the % scale 0 is the no-effect control and ±100 the full control effect; nearly all actives have a fitted effect of over 50% in size
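Rat TrxR1, dispensed at 90 nM, was prereduced with 400 uM NADPH (final) for 5 min at ~22 deg C, then incubated with compound 15 min before 400 uM selenite. A first-read NADPH fluorescence drop versus no-compound background flagged substrates.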
ALOX12 inh: ALOX12 (human) lipoxygenase inhibition | P18054 | purified 12hLO, xylenol orange hydroperoxide absorbance | Potency, µM (doses to about 108 µM), without a hit: at the top dose activity change, negative = inhibition, usual class: inhibitors | 580,000 compounds, 1.1% hits; further: on the % scale 0 is the no-effect control and ±100 the full control effect
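Purified human 12hLO at 150 nM in 25 mM Hepes, 0.01% Triton X-100, pH 7.0, preincubated 15 min at room temperature with compound. Reaction started with 40 uM arachidonic acid, 30 min at room temperature. Hydroperoxide measured by Fe-xylenol orange, 573/405 nm absorbance ratio.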
USP1-UAF1 inh: USP1/UAF1 (human) deubiquitinase inhibition; AID 743255; O94782; Potency, µM (doses to about 57.1 µM), inactives show at the top dose activity change, negative = inhibition, usual class: inhibitors; recombinant USP1/UAF1, Ub-Rhodamine cleavage fluorescence; 390,000 compounds, 0.23% hits; further: on the % scale 0 is the no-effect control and ±100 the full control effect; nearly all actives have a fitted effect of over 60% in size; inactives centre near -12
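High-throughput fluorogenic screen: 1nM USP1/UAF1 complex, Ub-Rho substrate 150nM final, 50mM HEPES pH 7.8 with 0.5mM EDTA, 0.1 mg/ml BSA, 1mM TCEP and 0.01% Tween-20.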
RGS4 inhibitor: blocks human RGS4-accelerated GTP hydrolysis; P49798; Potency, µM (doses to about 114 µM), inactives show top-dose activity change, negative = inhibition, hits mostly inhibitors; 390,000 compounds, 0.039% hits; AID 504845; Transcreener GDP fluorescence polarization, RGS4-accelerated GTP hydrolysis; further: on the % scale 0 is the no-effect control and ±100 the full control effect; nearly all actives have a fitted effect of over 75% in size; some results filed as inactive show a strong effect at the top dose
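MLSMR compounds (23 nl, pin-transferred) preincubated 10 min at room temperature with a 500nM (2x) first reagent, then RGS4 at 900nM (2x) plus Transcreener GDP mix added; fluorescence polarization (620/688 nm) read before and after 90 min at 30 °C.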
RXFP1 agonist: activates the human relaxin receptor RXFP1. 370,000 compounds, 0.3% hits. Potency, µM (series often up to 57.5 µM), without a hit: top-dose activation, usual class: activators. Q9HBX9. HEK293T-RXFP1 cAMP TR-FRET, 30 min; response scale: percent of porcine relaxin response, buffer zero. AID 2676; further: on the % scale 0 is the no-effect control and ±100 the full control effect; nearly all actives have a fitted effect of over 60% in size; many of its hits are not listed in these tables
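HEK293T cells stably expressing RXFP1 were pretreated with the PDE4 inhibitor Ro 20174, exposed to compounds for 30 min at 37C, lysed, and cAMP was read by TR-FRET. Data normalized to buffer (basal) and 29 nM porcine relaxin (100%).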
The depositor's hits bear a star; i = inactive; ? = inconclusive; · = not tested or not shown; & = joins results of further samples; [ ] = another dose, or the depositor's remark. The call rests on the fitted dose curve; in most records, active means well fitted curve in the direction sought with a large enough effect; inconclusive means small, poorly fitted or top-dose-only effect, or another doubt; inactive means no such curve, though single readings can be large; an effect the other way counts as inactive or inconclusive. Potency means the concentration at half of the fitted maximal effect.

item	SMILES	TrxR1 substrate	Vif-APOBEC3F blk	IDH1 R132H inh	RGS4 inhibitor	USP1-UAF1 inh
1	CC1CCCC(C)N1C(=O)CSc1nnc(-c2ccco2)n1C (stereo not drawn)	2%	-8%	-7%	-6%	-4%
2	CC(=O)Oc1cccc(N2C(=O)C3C4C=CC(CC4)C3C2=O)c1 (stereo not drawn)	5%[57.1 µM]	-6%	6%	1%	-18%
3	Cc1ccc(/C=N/NC(=O)c2ccco2)cc1	-4%	-8%	0%	-19%	-24%
4	CN(C(=O)c1ccccc1C(=O)c1ccccc1)C1CCS(=O)(=O)C1 (stereo not drawn)	10%[57.1 µM]	-1%	2%	15%	5%
5	Cc1c(OCC(=O)N(C)c2ccccc2)ccc2c3c(c(=O)oc12)CCC3	22%	0%	-15%	-11%	-14%
6	O=CN1CCN(S(=O)(=O)c2ccc(S(=O)(=O)NC3CCCCC3)cc2)CC1	-5%	8%	0%	3%	7%
7	Cc1cscc(C)c1=S	·	-12%	-2%	·	-8%
8	CCN(CC)S(=O)(=O)c1ccc2c(c1)nc(-c1ccccn1)n2C	2%[57.1 µM]	3%	17%	8%	-33%
9	Cc1cc(NC(=O)c2ccc(F)c(S(=O)(=O)N3CCCCC3)c2)no1	-5%	3%	6%	-5%	-16%
10	CC(C)CCOc1ccc(C2(C)NC(=O)N(CN3CCOCC3)C2=O)cc1 (stereo not drawn)	-5%	3%	1%	17%	-11%
11	Cc1ccc(C(=O)NC(NCc2ccco2)C(Cl)(Cl)Cl)cc1 (stereo not drawn)	-10%	-5%	4%	14%	-14%
12	Cc1noc(C)c1COC(=O)c1ccc2c(c1)OCO2	-11%	0%	-4%	-13%[11.4 µM]	-23%
13	O=C(COC(=O)C1(c2ccccc2F)CCCC1)NCc1ccc2c(c1)OCO2	-11%	-7%	4%	10%	-1%
14	CC1CCCN(c2ccc(/C=C(\C#N)c3nn(-c4ccccc4)c(N)c3C#N)cc2[N+](=O)[O-])C1 (stereo not drawn)	-9%	-3%	9%	-3%	-3%
15	Cc1ccc(NC(=O)C(C)S)cc1 (stereo not drawn)	0%[57.1 µM]	-26%	2%	-26%	-15%

item	ALOX12 inh	Vif-A3G inh	RXFP1 agonist	TrxR1 inh
1	3%	-9%	1.3%	?
2	·	0%	0.0%	-11%[11.4 µM]
3	3%	2%	-1.3%	-3%
4	21%	1%	1.6%	23%[57.1 µM]
5	5%	2%	2.5%	14%
6	0%	1%	0.0%	1%
7	18µM*	0%	·	·
8	?	-1%	5.7%	16%[57.1 µM]
9	23%	0%	0.1%	1%
10	·	-4%	-0.1%	-6%
11	-30%	-4%	1.9%	-8%
12	-6%	-7%	0.9%	?
13	-20%	0%	0.7%	-3%
14	11%	1%	1.6%	-6%
15	0%	-3%	-2.3%	23%

(further entries)
item	SMILES	TrxR1 substrate	Vif-APOBEC3F blk	IDH1 R132H inh	RGS4 inhibitor	USP1-UAF1 inh
16	N#Cc1ccccc1S(=O)(=O)N1CCN(c2nc(-c3cccnc3)nc3ccccc23)CC1	-3%	-7%	4%	0%	-6%
17	Cc1cc(F)ccc1Nc1nc2ccc(Cl)cc2n2cnnc12	8%	·	·	-47%	-20%
18	O=CN1CCN(S(=O)(=O)c2ccc(Cl)c(C(=O)O)c2)CC1	3%	0%	13%	-5%	-17%
19	c1ccc(Oc2cc(-c3ccccc3)ncn2)cc1	-4%[57.1 µM]	0%	4%	-20%	-19%
20	Cc1ccc(N2C(N)=C(C#N)C(c3cccs3)C3=C2CC(C)(C)CC3=O)cc1 (stereo not drawn)	3%[57.1 µM]	1%	3%	4%	-22%
21	O=C(CCn1c(=O)c2cccn2c2ccc(F)cc21)NCc1cccc(F)c1	-2%	-10%	-8%	12%[56.9 µM]	-16%
22	COc1ccc(S(=O)(=O)N2CCCC2)cc1C(=O)N1CCOCC1	-7%	3%	0%	31%	-10%
23	COc1ccccc1Nc1ncc(C(=O)N2CCN(Cc3ccc(OC)c(OC)c3OC)CC2)c2ccccc12	-7%	-8%	0%	12%	-2%
24	COc1ccccc1CNC(=O)c1ccc(S(=O)(=O)N(C)c2ccccc2)cc1	2%	5%	3%	3%	-27%
25	CC(NCCO)C(=O)C12CC3CC(CC(C3)C1)C2 (stereo not drawn)	2%	-7%	0%	16%[56.9 µM]	2%
26	Nc1nonc1-n1nnc(C(=O)N/N=C/C2CC=CCC2)c1CSc1ccccc1 (stereo not drawn)	5%[57.1 µM]	17%	-1%	1%	-6%
27	CC1(C)Cc2c(c(-c3ccco3)nc3sc4c(NCCCO)ncnc4c23)CO1	23%	7%	1%	?	-10%
28	Cc1nc2ccccc2cc1OCc1ccccc1	-8%	-11%	8%	27%	-15%
29	COCCNC(=O)c1nn2c(C(F)(F)F)cc(-c3ccccc3)nc2c1Br	·	1%	17%	·	-18%
30	COC(=O)c1ccc(NC(=O)CCN2CCOCC2)cc1	1%	0%	-1%	0%	-2%

item	ALOX12 inh	Vif-A3G inh	RXFP1 agonist	TrxR1 inh
16	-20%&30%	-6%	0.1%	3%
17	-1%	·	0.7%	10%
18	-16%	0%	0.2%	4%
19	8%	-21%	0.5%	11%[57.1 µM]
20	?	-16%	4.3%	?
21	-22%	0%	0.0%	16%
22	3%	-4%	-1.1%	-1%
23	12%	-2%	2.1%	13%
24	1%	1%	0.2%	20%
25	?	0%	-0.2%	18%
26	i	-1%	-0.1%	-4%[57.1 µM]
27	?	-4%	1.3%	7.9µM*
28	-1%	0%	1.4%	-9%
29	-1%	2%	·	·
30	5%	-3%	3.2%	7%

More entries
item	SMILES	TrxR1 substrate	Vif-APOBEC3F blk	IDH1 R132H inh	RGS4 inhibitor	USP1-UAF1 inh
31	O=C(CCCCCn1c(=S)[nH]c2ccc(N3CCOCC3)cc2c1=O)NCc1cccc(Cl)c1	8%[57.1 µM]	?	2%	-37%	-15%
32	CCn1nc(C)c(NC(=O)CCCSc2nc(-c3ccco3)cc(C(F)(F)F)n2)c1C	-3%	7%	3%	-10%	-1%
33	O=C(O)C1CC(c2ccc(F)cc2)=NO1 (stereo not drawn)	-3%	-8%	-6%	-5%	0%
34	Cc1ccc(C(=O)OCC(=O)NC2CCCCC2)s1	6%[57.1 µM]	3%	-1%	-24%	-2%
35	CN1CCN(C(=O)c2c(NC(=O)c3ccco3)sc3c2CCC(C(C)(C)C)C3)CC1 (stereo not drawn)	-7%[57.1 µM]	-20%	-4%	6%	-7%
36	Cn1c(SCC(=O)N2CCCCCC2)nc2c(c1=O)SCC2	5%	-1%	-6%	-8%	-7%
37	COc1ccccc1C/C(N)=N/OC(=O)COc1cccc2ccccc12	5%	0%	3%	-27%	-20%
38	O=C(CSCc1cccc(Br)c1)N1CCOCC1	-6%	-5%	6%	12%	-8%
39	Cc1cccn2c(=O)nc(SCC(=O)N3CCOCC3)nc12	7%[11.4 µM]	-2%	3%	1%	-2%

item	ALOX12 inh	Vif-A3G inh	RXFP1 agonist	TrxR1 inh
31	-19%	-1%	?	25%[57.1 µM]
32	0%	10%	0.8%	-12%
33	-10%	1%	0.6%	18%
34	-16%	2%	-1.5%	24%[57.1 µM]
35	12%	2%	0.4%	0%[57.1 µM]
36	-8%	1%	1.0%	34%
37	-10%	0%	2.2%	19%
38	-24%	7%	0.1%	-8%
39	-1%	-3%	15%	6%[11.4 µM]

At a glance, five of the compounds above.
item	SMILES	TrxR1 substrate	Vif-APOBEC3F blk	IDH1 R132H inh	RGS4 inhibitor	USP1-UAF1 inh
35	CN1CCN(C(=O)c2c(NC(=O)c3ccco3)sc3c2CCC(C(C)(C)C)C3)CC1 (stereo not drawn)	-7%[57.1 µM]	-20%	-4%	6%	-7%
36	Cn1c(SCC(=O)N2CCCCCC2)nc2c(c1=O)SCC2	5%	-1%	-6%	-8%	-7%
37	COc1ccccc1C/C(N)=N/OC(=O)COc1cccc2ccccc12	5%	0%	3%	-27%	-20%
38	O=C(CSCc1cccc(Br)c1)N1CCOCC1	-6%	-5%	6%	12%	-8%
39	Cc1cccn2c(=O)nc(SCC(=O)N3CCOCC3)nc12	7%[11.4 µM]	-2%	3%	1%	-2%

item	ALOX12 inh	Vif-A3G inh	RXFP1 agonist	TrxR1 inh
35	12%	2%	0.4%	0%[57.1 µM]
36	-8%	1%	1.0%	34%
37	-10%	0%	2.2%	19%
38	-24%	7%	0.1%	-8%
39	-1%	-3%	15%	6%[11.4 µM]

The list is partial. The share of hits here may be higher or lower than overall.
